TEAD-YAP inh – TEAD-YAP interaction inhibition; HEK-TIYL cells, TEAD-Gal4/YAP UAS-luciferase luminescence; inhibition, % at 9.12 µM; 640,000 compounds, 1.4% hits; AID 1259422; in the data active means inhibition above about 32%;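 further: 0% = median of test compound wells and 100% = reference inhibitor wells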
MITF primary – inhibitors of human MITF; O75030; AlphaScreen MITF homodimerization, bead proximity signal; inhibition, % at 2.6 µM; 650,000 compounds, 0.91% hits; in the data active means inhibition above about 50%;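 further: 0% = vehicle wells with protein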
GPR151 activ – activates the human receptor GPR151; Q8TDV0; PathHunter beta-arrestin GPR151 cells, luminescence; activation, % at 11.2 µM; 650,000 compounds, 1% hits; AID 1508602; in the data active means activation above about 4.9%;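 further: 0% = median of compound wells and 100% = cells with positive control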
Target sequence (Q8TDV0 whole entry, looked up): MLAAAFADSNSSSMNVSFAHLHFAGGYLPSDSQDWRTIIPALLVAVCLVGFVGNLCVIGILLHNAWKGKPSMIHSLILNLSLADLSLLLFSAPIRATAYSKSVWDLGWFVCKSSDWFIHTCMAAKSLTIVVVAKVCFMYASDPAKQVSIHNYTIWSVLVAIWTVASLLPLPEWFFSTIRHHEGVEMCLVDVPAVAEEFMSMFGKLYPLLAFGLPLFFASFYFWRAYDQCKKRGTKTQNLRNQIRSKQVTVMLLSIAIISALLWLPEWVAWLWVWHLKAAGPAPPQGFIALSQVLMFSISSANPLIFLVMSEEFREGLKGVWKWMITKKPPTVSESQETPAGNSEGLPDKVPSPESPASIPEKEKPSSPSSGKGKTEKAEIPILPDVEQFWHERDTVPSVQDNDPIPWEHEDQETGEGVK
FBW7 act – activators of human E3 ligase FBW7; normalized activity (activation), % at 26.1 µM; AlphaScreen FBW7–phospho-cyclin E peptide binding, activator screen; 650,000 compounds, 0.13% hits; in the data active means normalized activity above about 1.9%;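 further: purified mutant Fbw7 with reduced substrate affinity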
Target sequence (Q969H0 whole entry, looked up): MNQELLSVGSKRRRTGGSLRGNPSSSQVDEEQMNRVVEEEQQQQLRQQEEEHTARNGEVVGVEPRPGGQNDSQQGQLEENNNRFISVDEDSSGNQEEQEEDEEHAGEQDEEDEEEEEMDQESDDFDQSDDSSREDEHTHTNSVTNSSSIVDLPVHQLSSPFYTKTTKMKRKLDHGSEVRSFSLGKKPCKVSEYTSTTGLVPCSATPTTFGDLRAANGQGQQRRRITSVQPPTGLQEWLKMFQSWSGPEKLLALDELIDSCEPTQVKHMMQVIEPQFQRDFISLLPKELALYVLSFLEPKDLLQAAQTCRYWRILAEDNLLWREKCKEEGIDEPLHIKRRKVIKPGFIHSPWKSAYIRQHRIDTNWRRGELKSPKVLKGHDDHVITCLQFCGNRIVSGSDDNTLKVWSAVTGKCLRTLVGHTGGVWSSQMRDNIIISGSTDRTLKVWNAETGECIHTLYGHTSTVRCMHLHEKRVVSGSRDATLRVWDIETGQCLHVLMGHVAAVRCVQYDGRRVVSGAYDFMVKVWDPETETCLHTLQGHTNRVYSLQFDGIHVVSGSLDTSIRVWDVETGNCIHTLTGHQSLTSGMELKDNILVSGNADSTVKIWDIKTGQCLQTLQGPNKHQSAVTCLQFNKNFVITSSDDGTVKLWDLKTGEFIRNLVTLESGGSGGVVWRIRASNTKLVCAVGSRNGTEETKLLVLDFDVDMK
* = called active by the depositor.

SMILES	TEAD-YAP inh	MITF primary	GPR151 activ	FBW7 act
Cc1cc(N2CCCCC2)nc2ccc(NC(=O)CCC3CCCC3)cc12	-2	-1	-1.4	0.3
Cc1ccc(CC(=O)N/N=C/c2ccc3c(c2)OCO3)cc1	-6	8	-0.7	0.1
CC(=O)Nc1cccc(NC(=O)CSc2nnc(Cc3cccn3C)n2C)c1	1	17	0.4	0.1
COc1ccc(C(=O)NCC(=O)N/N=C/c2ccncc2)cc1OC	7	0	0.1	0.0
CCN(Cc1cnn(C)c1)C(=O)c1cc(COc2ccc(C(C)=O)cc2)on1	-4	5	3.7	0.0
COCCNC(=O)CC1S/C(=N\N=C\c2ccc(C)cc2)NC1=O (stereo not given)	0	11	-0.2	0.2
CC(C)(C)c1ccc(CN[C@H]2C[C@H]3C(=O)N[C@@H](Cc4ccccc4)C(=O)N3C2)cc1	2	0	0.1	0.0
COc1ccc(-c2cnnc(N/N=C/c3cc(Br)ccc3OC)n2)cc1	3	11	1.0	0.1
Cc1cccc(-c2nsc(SCC(=O)N3CCCCC3)n2)c1	-7	5	-3.1	-0.1
Cc1ccc2c(CC(=O)Nc3ccccc3C)coc2c1	-15	-4	0.3	-0.1
COc1cc(CNCCCN2CCOCC2)ccc1OC1CCCC1	-5	-7	0.1	0.2
O=S(=O)(c1cccc2cccnc12)N1CCN(Cc2ccccc2)CC1	-9	11	-1.7	0.4
COc1ccccc1NC(=S)NC(=O)c1ccccc1OC	39*	7	-1.1	0.0
CCS(=O)(=O)N1CC=C[C@@H]1C(=O)Nc1ccc(OC)cc1	9	7	-1.0	0.3
CN(C)c1cccc(-c2cnc3ccc(NCc4cccs4)nn23)c1	-3	2	0.2	-0.5
O=C(COc1cccc2ccc(N3CCN(c4ccccc4)CC3)nc12)Nc1ccccc1	-2	-7	0.6	-0.1
COc1cccc(-c2nc(-c3cccnc3)no2)c1	-36	4	-6.9	0.6
Cc1nn(CC(=O)NCC2CC(Cc3cccc(F)c3)=NO2)c(=O)c2ccccc12 (stereo not given)	-1	13	-0.6	0.2
Cc1c(NC(=O)c2cccc3nc4ccccc4nc23)c(=O)n(-c2ccccc2)n1C	6	-4	1.7	0.1
COc1ccc(NC2=C(Cl)C(=O)N(c3ccccc3C)C2=O)c(OC)c1	2	-4	0.5	-0.2
COc1ccc(CC(=O)NNC(=O)c2ccc(SCc3ccc(C)cc3)c([N+](=O)[O-])c2)cc1	1	4	-2.1	-0.2
COc1ccc(C(=O)NC(=S)Nc2ccc(N3CCOCC3)cc2)cc1OC	10	13	-0.6	0.7
COc1ccc(CNC(=O)CN2C(=O)C(C)=C(c3ccc(C)cc3)S2(=O)=O)cc1	-1	-8	0.7	0.1
N#Cc1cc(-c2ccnc(Nc3cccnc3)n2)cc(N2CCOCC2)c1	15	-13	-0.2	0.8
N#Cc1cc(-n2nc(-c3ccccc3)c3ccccc3c2=O)c([N+](=O)[O-])cc1C#N	-5	-9	-0.2	-0.1
COc1cc(Br)cc2cc(C(=O)NCc3ccc4c(c3)OCO4)c(=O)oc12	-12	-1	-0.7	0.0
CCC(=N)c1ccc(OC)c2cccc(NC)c12	16	47	0.2	-0.9
CN1CCc2c(sc(NC(=O)Nc3ccc(Cl)cc3)c2C(N)=O)C1	-8	-8	1.6	0.0
O=C1CC(c2ccccc2)CC2=C1C(c1ccc3c(c1)OCO3)Nc1ccc(C(=O)c3ccccc3)cc1N2 (stereo not given)	-6	-9	-0.1	0.0
CC1CCCCC1NC(=O)C1CCCN1S(=O)(=O)c1cccc2nsnc12 (stereo not given)	-6	4	3.1	-0.3
O=C1Cc2cc(S(=O)(=O)N3CCN(c4ccc(F)cc4)CC3)cc3c2N1CCC3	0	13	-0.3	0.1
COc1ccc(Cl)cc1S(=O)(=O)N1CCNCC1	3	10	0.6	0.2
O=C(CNC(=S)N(Cc1cccs1)C1CCCCC1)NCCc1ccccc1Cl	-7	5	0.0	-0.1
CC(=O)Nc1ccc(S(=O)(=O)Nc2cc(C(=O)O)cc(C(=O)O)c2)cc1	-9	2	-1.1	0.2
O=C(CSc1nnc(CNC(=O)c2ccccc2)o1)NCC1CCCO1 (stereo not given)	7	1	-0.8	0.4
NC(=O)C1CCN(C(=O)c2ccc3c(=O)n(Cc4ccccc4)c(=S)[nH]c3c2)CC1	-15	-9	-1.4	0.1
CCSc1nnc(NC(=O)c2ccc([N+](=O)[O-])cc2Cl)s1	-23	5	-0.1	0.1
CC(=O)c1ccc(OCC(=O)N2CCC3(CC2)CC3C(=O)N2C[C@@H](C)O[C@@H](C)C2)cc1 (stereo not given in full)	-6	-9	-0.7	-0.1
Cc1cc(C)nc(SCC(=O)NNC(=O)CN2CCCc3ccccc32)n1	11	-8	-0.4	0.0
Cc1nc2ccc(Br)cn2c1C(=O)NC1CC1	13	9	-0.5	0.2
COCCNC(=O)N1CCN(S(=O)(=O)C2CC2)CC1	3	5	1.7	0.6
COc1ccccc1CC(=O)N1CC[C@@H]2[C@H](CCCN2C(=O)CCc2cccs2)C1	19	-36	-1.1	0.1
O=C(Nc1sc2c(c1C(=O)NCC1CCCO1)CCCC2)c1ccc(Cl)cc1Cl (stereo not given)	-1	9	-1.9	0.1
C=CCc1ccccc1OCCNC(C)CC (stereo not given)	4	15	0.0	-0.1
O=C(CSc1ccc(Cl)cc1)Nc1nc2ccc(-c3ccncc3)cc2s1	77*	0	1.1	1.2
Nc1c(Cl)c(Cl)nc(C(=O)N/N=C/C=C/c2ccccc2)c1Cl	2	17	1.0	-0.1
CCOc1ccc(NC(=O)Cn2nc([N+](=O)[O-])cc2C)cc1	0	10	-0.4	-0.2
N#C/C(=C\c1cn(-c2ccccc2)nc1-c1ccccc1Cl)C(N)=O	7	12	0.8	0.1
CCN(CC)CC(C)C(C)OC(=O)c1ccc(OC2OC(COC(C)=O)C(OC(C)=O)C(OC(C)=O)C2OC(C)=O)c(OC)c1 (stereo not given)	-5	2	-0.2	0.0
COc1ccc(C(=O)CSc2nccc3c(OC)cccc23)cc1	8	-5	-1.0	-0.1
CC(C)c1ccc(NC(=O)CSc2nc3[nH]ncc3c(=O)n2-c2ccc(Cl)cc2Cl)cc1	14	3	1.8	-0.1
CCCOC(=O)c1ccc(NC(=O)CC)cc1	-27	2	0.8	-0.1
CCN1CCN(C(=O)c2ccc(SCc3ccccc3F)c([N+](=O)[O-])c2)CC1	-1	2	0.3	0.1
COc1ccc(C)c2sc(NC(=O)C(C)C)nc12	11	0	0.4	0.0
Cc1ccc(CN2CCNC(=O)C2CC(=O)NCCc2cn3cccnc3n2)o1 (stereo not given)	9	2	0.4	0.2
O=C1c2ccccc2C(Nc2cc(F)ccc2F)N1Cc1ccco1 (stereo not given)	2	-7	0.2	-0.3
CCOC(=O)c1c(-c2ccccc2)csc1NC1=NS(=O)(=O)c2ccccc21	1	16	-0.5	0.3
COc1ccc(C(=O)Nc2c3c(nn2-c2cccc(Cl)c2)CS(=O)C3)cc1OC (stereo not given)	-26	5	-1.1	0.0
COc1ccc2nc(CCNC(=O)CCC3(Cc4ccc(C)cc4)CCC(=O)N3)[nH]c2c1 (stereo not given)	8	5	-0.7	0.0
CC(C)N(CCNc1nc(-c2ccccc2)nc2c1ncn2-c1ccccc1)C(C)C	-5	6	-0.7	0.0
More structures:
SMILES	TEAD-YAP inh	MITF primary	GPR151 activ	FBW7 act
Cc1ccc(S(=O)(=O)N2CCN(c3ccc([N+](=O)[O-])c(N4CCN(C)CC4)c3)CC2)cc1	-15	-8	0.3	-0.4
CCOc1ccccc1CN1CCN(Cc2ccc(C)cc2)CC1CCO (stereo not given)	-5	8	3.2	0.0
CC1=C(C(=O)OCC(F)(F)F)C(c2ccc3c(c2)OCO3)NC(=O)N1 (stereo not given)	-3	13	0.0	0.3
O=c1nc(N/N=C/c2cccc(Cl)c2)cn[nH]1	13	22	-2.7	0.3
O=C(CSc1ccc(F)cc1)N1CCN(c2ccc(-c3ccco3)nn2)CC1	-5	-8	0.6	-0.3
CCC(SCC(=O)Nc1ccc2ccccc2c1)C(=O)Nc1ccc(C(C)=O)cc1 (stereo not given)	-30	-24	-1.1	-0.2
CCOc1ccccc1NC(=O)N1CCC(c2nnc(SC)n2C)CC1	1	2	-0.9	0.1
C/C=N/NC(=O)COc1ccc(Cl)cc1	7	12	-0.9	0.1
O=C(Cc1cccc2ccccc12)NCC(=O)NNC(=O)c1cc(-c2ccccc2)n[nH]1	4	-17	-0.3	-0.1
CN1CCN(C(=O)[C@H]2C[C@@H](c3cccs3)NS(=O)(=O)N2C)CC1	-17	-8	0.0	-0.1
O=C1OC(c2ccc(F)cc2)/C(=C(\O)c2ccccc2)C1=O (stereo not given)	-26	14	0.1	-0.1
COc1ccc(CNC(=O)c2ccc(N3CC4CC(C3)c3cccc(=O)n3C4)c(NC(=O)c3ccncc3)c2)cc1 (stereo not given)	-5	10	1.6	1.0
Cc1ccccc1CN1CCN(CC(=O)N2CCOCC2)C1=O	-1	-2	0.1	-0.1
Cc1ccc(-c2nnc3c4ccccc4c(C)nn23)cc1NC(=O)c1ccco1	10	16	-1.0	0.4
Cc1cc(=O)oc2cc(OCC(=O)OCC(=O)Nc3ccc(OC(F)F)cc3)ccc12	-1	18	-2.4	0.1
Cc1ccc(-n2c(SCC(=O)Nc3cccc(C)c3)nc3n[nH]c(C)c3c2=N)cc1	-8	11	0.4	0.4
CC(=O)OC(C)(C)C(=O)CCc1ccccc1	14	11	0.6	-0.1
O=C(Nc1ccc2c(c1)CCCN2C(=O)c1cccs1)c1cccc(Cl)c1	0	18	-0.3	0.1
O=C(Nc1cccc(Cl)c1)Nc1cccc2c1C(=O)NC2=O	-23	-2	0.4	0.0
CCCc1sc(N)nc1-c1ccc(Cl)cc1	-4	5	2.2	0.0
O=C1NC(=S)N/C1=C\c1cc(Br)cc(Br)c1O	-3	6	0.4	0.0
CC(C)Cc1nc(SCC(=O)Nc2ccccc2)c2c(=O)n(C)c(=O)n(C)c2n1	4	-13	8.1*	-0.1
O=C(COc1cccc(Cl)c1)Nc1ncn[nH]1	-1	21	0.4	-0.6
Cc1cc(-c2csc(N)n2)c(C)n1CC1CCCO1 (stereo not given)	8	10	3.8	-0.2

Filtered by structure, the entries above containing a cyano group
SMILES	TEAD-YAP inh	MITF primary	GPR151 activ	FBW7 act
N#Cc1cc(-c2ccnc(Nc3cccnc3)n2)cc(N2CCOCC2)c1	15	-13	-0.2	0.8
N#Cc1cc(-n2nc(-c3ccccc3)c3ccccc3c2=O)c([N+](=O)[O-])cc1C#N	-5	-9	-0.2	-0.1
N#C/C(=C\c1cn(-c2ccccc2)nc1-c1ccccc1Cl)C(N)=O	7	12	0.8	0.1

Next records follow.
SMILES	TEAD-YAP inh	MITF primary	GPR151 activ	FBW7 act
CCOC(=O)C1(C(F)(F)F)N=C(c2ccccc2F)OC(N(C)C)=N1 (stereo not given)	-2	11	2.5	0.0
CCCNc1ncnc2c1c(-c1ccccc1)cn2-c1ccc(Cl)cc1	11	8	-0.4	0.2
CCC(=O)c1ccc(OCC(O)CN2CCN(CCO)CC2)cc1 (stereo not given)	-1	3	-0.8	0.0
N/C(Cc1ccc(Cl)c(Cl)c1)=N\OC(=O)COc1ccccc1	-5	6	1.3	0.8
Cc1nc2sc3c(c2c(=O)n1Cc1ccc(C(C)(C)C)cc1)CCCC3	19	9	1.6	0.0
CC(C)(C)c1ncn(-c2ccc(Nc3nccc(-c4cccc(N5CCOCC5)n4)n3)cc2)n1	-3	13	-0.5	0.2
Cc1cc2nc3s/c(=C/c4ccc(-c5ccccc5C(=O)O)o4)c(=O)n3c2cc1C	-5	7	3.2	-0.4
NS(=O)(=O)c1ccc(CNc2ncnc3sc4c(c23)CCCCC4)cc1	-16	-7	3.5	-0.1
CCOC(=O)C1CCN(c2c(N3CCCCC3)c(=O)c2=O)CC1	-2	3	-1.8	0.0
C=CCc1cccc2cc(C(=O)Nc3ccc(OC)cc3)c(=O)oc12	-1	-8	-0.2	-0.1
COc1ccc(-c2nccc(NCCN3CCOCC3)n2)cc1	-13	-6	-1.1	-0.1
CCC(C)(CC(=O)O)CC(=O)N1CCC2(CC1)OCc1cc(-c3ccco3)ccc1O2 (stereo not given)	-6	-77	0.3	-0.1

In another format: 4 of the compounds above.
molecule: CCCNc1ncnc2c1c(-c1ccccc1)cn2-c1ccc(Cl)cc1
  TEAD-YAP inh = 11
  MITF primary = 8
  GPR151 activ = -0.4
  FBW7 act = 0.2
molecule: CCC(=O)c1ccc(OCC(O)CN2CCN(CCO)CC2)cc1 (stereo not given)
  TEAD-YAP inh = -1
  MITF primary = 3
  GPR151 activ = -0.8
  FBW7 act = 0.0
molecule: N/C(Cc1ccc(Cl)c(Cl)c1)=N\OC(=O)COc1ccccc1
  TEAD-YAP inh = -5
  MITF primary = 6
  GPR151 activ = 1.3
  FBW7 act = 0.8
molecule: Cc1nc2sc3c(c2c(=O)n1Cc1ccc(C(C)(C)C)cc1)CCCC3
  TEAD-YAP inh = 19
  MITF primary = 9
  GPR151 activ = 1.6
  FBW7 act = 0.0

Next section
SMILES	TEAD-YAP inh	MITF primary	GPR151 activ	FBW7 act
COc1ccc(C2C(C(=O)Nc3ccccc3)=C(C)Nc3nc(CCCO)nn32)cc1 (stereo not given)	9	-6	1.0	0.4
CCc1ccc2c(c1)c(=O)nc1n2CC(O)=C1c1nc2ccccc2s1	-3	-3	1.2	0.0
Cn1ccnc1SCc1ccc(Br)cc1	-20	7	-0.5	-0.2
CCCCCn1nc(C)c(/C=N\NC(=O)c2cc(C)oc2C)c1C	-37	4	-0.1	-0.2

Random excerpt: 2 records from the list, in no set order.
SMILES	TEAD-YAP inh	MITF primary	GPR151 activ	FBW7 act
Cn1ccnc1SCc1ccc(Br)cc1	-20	7	-0.5	-0.2
CCc1ccc2c(c1)c(=O)nc1n2CC(O)=C1c1nc2ccccc2s1	-3	-3	1.2	0.0

Compound activity from PubChem.
